CatS inh: blocks human cathepsin S protease activity. P25774. recombinant cathepsin S, AMC dipeptide fluorescence, pooled mixtures. inhibition, %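 (tested at 5 µM per compound within 10-compound mixtures)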. 62,000 compounds, 0.06% hits. AID 501; in the data active = inhibition above about 32%, passing the limit was not always enough;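 also: 0% = enzyme without compound and 100% = blank without enzyme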
Target sequence (P25774 115-331 limits assumed): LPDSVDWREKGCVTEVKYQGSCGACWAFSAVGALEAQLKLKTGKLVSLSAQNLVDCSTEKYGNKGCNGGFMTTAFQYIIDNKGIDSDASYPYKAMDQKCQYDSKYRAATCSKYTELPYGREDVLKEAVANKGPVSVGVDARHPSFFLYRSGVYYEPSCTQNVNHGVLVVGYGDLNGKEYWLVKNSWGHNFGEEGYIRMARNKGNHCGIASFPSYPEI
C1s inh: human complement C1s inhibition; purified C1s, fluorogenic AMC substrate, pooled mixtures; AID 538; mean inhibition % of two 10-compound mixtures (hits give high values), % at 5 µM (by protocol); 62,000 compounds, 0.16% hits;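 active = inhibition above 20% in each of the two 10-compound mixture wells holding the compound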;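 also: 0% = enzyme wells lacking compound mixture and 100% = no-enzyme blank wells; some compounds called inactive have numbers as strong as hits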
CatG inh: blocks human cathepsin G enzyme activity; P08311; purified enzyme, AMC-tetrapeptide fluorescence, pooled mixtures; inhibition, % at 5 µM (by protocol); 62,000 compounds, 0.2% hits; AID 581;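 active = inhibition above 20% in each of the two mixture wells holding the compound; inactive = inhibition of 20% or less in either well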;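 also: 0% = enzyme control without mixture and 100% = blank lacking enzyme; strong numbers were not always called active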
Target sequence (P08311 21-244 limits assumed): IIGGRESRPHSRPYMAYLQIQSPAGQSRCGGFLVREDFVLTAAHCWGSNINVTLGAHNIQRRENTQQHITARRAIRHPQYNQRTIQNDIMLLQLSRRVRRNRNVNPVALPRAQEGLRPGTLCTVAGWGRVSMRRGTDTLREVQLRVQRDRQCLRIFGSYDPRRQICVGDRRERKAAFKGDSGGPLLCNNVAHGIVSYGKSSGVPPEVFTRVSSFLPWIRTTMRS
CatL inh: blocks human cathepsin L protease activity. inhibition, %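 (tested at 10 µM)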. purified cathepsin L, fluorogenic substrate, fluorescence. 58,000 compounds, 0.17% hits. P07711; in the data active = inhibition above about 45%;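 also: 0% = enzyme with no compound and 100% = no enzyme blank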
Target sequence (P07711 114-288 limits assumed): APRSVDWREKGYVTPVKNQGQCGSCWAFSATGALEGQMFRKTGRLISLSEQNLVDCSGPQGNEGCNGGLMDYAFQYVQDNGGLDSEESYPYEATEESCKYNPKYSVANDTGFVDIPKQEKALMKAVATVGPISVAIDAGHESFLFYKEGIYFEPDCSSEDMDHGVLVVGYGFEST
Target sequence (P07711 292-333 limits assumed): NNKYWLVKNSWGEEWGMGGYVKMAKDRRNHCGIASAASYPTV
CatB mix inh: inhibitors of human cathepsin B in compound mixtures. P07858. Purified cathepsin B, AMC dipeptide fluorescence. inhibition, %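 (ten-compound pools at 5 µM per compound and 50 µM total)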. 62,000 compounds, 0.06% hits; in the data active = inhibition above about 22%, passing the limit was not always enough;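 also: 0% = enzyme without compound and 100% = no enzyme blank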
PKA inh: PKA (human) kinase inhibition; PKA Kemptide phosphorylation, Kinase-Glo ATP luminescence; P17612; AID 524; inhibition, % at 6 µM; 65,000 compounds, 0.1% hits;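 active = inhibition above the screen-wide mean inhibition plus 3 SD, cut at about 21% in these data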; also: many of its hits are not listed in these tables
CatB inh: human cathepsin B inhibition; P07858; purified cathepsin B, fluorogenic substrate, fluorescence; inhibition, %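 (tested at 10 µM)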; 63,000 compounds, 0.1% hits; AID 453; in the data active = inhibition above about 21%;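 also: 0% = enzyme with no compound and 100% = no enzyme blank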
ROCK2 inh: ROCK2 (human) kinase inhibition | AID 604 | purified ROCK2, Kinase-Glo ATP depletion luminescence | 60,000 compounds, 0.35% hits | O75116 | inhibition, % at 6 µM;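 active = inhibition above the screen-wide mean inhibition plus 3 SD, cut at about 18% in these data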;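 also: plate controls were DMSO wells for no effect and Y-27632 control wells after no-enzyme background subtraction for full effect; many of its hits are not listed in these tables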
Her2 expr inh: inhibitors of human Her2 kinase expression. SKBR-3 HER2 protein level, AlphaScreen, 18-24 h; hits give low values. P04626. HER2 level % of control, % at 10 µM. 65,000 compounds, 0.69% hits. AID 645;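 active = HER2 level under 5% of the carrier-only control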;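 also: 100% = DMSO carrier and 0% = 500 nM PU-H71 HSP90 inhibitor; lower value means stronger loss of Her2 protein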
* = called active by the depositor; x = no result given.

The first three records, to show the layout:
SMILES	CatS inh	C1s inh	CatG inh	CatL inh	CatB mix inh	PKA inh	CatB inh	ROCK2 inh	Her2 expr inh
O=C(O)c1ccccc1-c1nc2ccccc2c(=O)[nH]1	-2.3	4.8	2.7	0.1	-0.2	-10.3	1.1	x	132.4
Cc1cc(C(=O)Nc2ccc3c(c2)OCCO3)c(C)o1	-3.6	10.6	9.0	3.0	2.8	4.6	5.5	-3.0	85.0
NS(=O)(=O)c1ccc(NC(=O)COC(=O)CSc2n[nH]c(-c3ccccc3)n2)cc1	18.6	14.2	9.8	-6.0	3.9	-4.9	-0.5	0.9	78.5

Main list, repeating the preview:
SMILES	CatS inh	C1s inh	CatG inh	CatL inh	CatB mix inh	PKA inh	CatB inh	ROCK2 inh	Her2 expr inh
O=C(O)c1ccccc1-c1nc2ccccc2c(=O)[nH]1	-2.3	4.8	2.7	0.1	-0.2	-10.3	1.1	x	132.4
Cc1cc(C(=O)Nc2ccc3c(c2)OCCO3)c(C)o1	-3.6	10.6	9.0	3.0	2.8	4.6	5.5	-3.0	85.0
NS(=O)(=O)c1ccc(NC(=O)COC(=O)CSc2n[nH]c(-c3ccccc3)n2)cc1	18.6	14.2	9.8	-6.0	3.9	-4.9	-0.5	0.9	78.5
Cc1cccc2cc(CN(CCN3CCCC3)C(=O)NC3CCCCC3)c(=O)[nH]c12	-15.6	-107.6	-11.7	0.6	-8.8	-1.1	0.9	-5.6	95.0
CCCCCCn1c2c(c(=N)c3c1CCC3)CCC2	4.4	8.9	9.7	11.8	2.1	4.3	3.4	-3.0	49.8
COc1nonc1NCn1nc(C)cc1C	-5.5	-4.8	-3.2	-1.6	0.1	-2.6	1.7	2.9	119.4
COc1cccc2c(=O)c(C/C=C(/C)Cl)c(C)[nH]c12	-16.3	-62.1	-23.2	-3.9	-3.8	7.3	-0.6	0.5	85.5
COc1ccc(CCN2C(=O)c3[nH]nc(-c4ccccc4O)c3C2c2cccc(O)c2)cc1OC (stereo not given)	-1.7	4.7	1.4	1.7	6.6	1.2	2.0	2.4	57.0
CSc1nc(N2CCOCC2)c2c3c(sc2n1)CCCC3	7.8	-9.2	2.0	-2.7	-1.9	-3.3	-3.8	2.6	87.5
Cc1ccc(-c2nnn(Cc3nc4ccccc4s3)n2)cc1	-5.4	-2.1	-1.9	-10.2	-7.3	-8.8	-3.3	-6.5	99.9
Cc1cc2c(=O)n(CC(=O)N3CCN(c4ccccc4)CC3)cnc2s1	-1.8	4.7	9.0	-4.9	3.5	14.3	-1.9	7.1	87.6
Cc1c(N2C(=O)CSC23C(=O)Nc2ccccc23)c(=O)n(-c2ccccc2)n1C (stereo not given)	9.6	11.2	10.0	-3.4	4.7	-8.2	-0.7	0.7	103.7
NC(=O)C1CCN(S(=O)(=O)c2cccc(S(=O)(=O)N3CCCCC3)c2)CC1	-3.4	-15.1	4.0	13.2	-0.6	9.2	4.2	5.3	94.5
COC(=O)c1c(C)oc(C)c(C(=O)OC)c1=O	-18.3	-25.2	-7.2	-6.7	-4.8	-1.5	0.5	2.1	81.1
COc1ccc(C2c3c(oc4ccc(F)cc4c3=O)C(=O)N2CCN2CCOCC2)cc1OC (stereo not given)	14.9	-0.2	-2.1	x	2.9	7.2	3.4	2.3	101.7
COc1cc(S(=O)(=O)N2CCOCC2)ccc1F	15.7	11.0	13.2	11.4	3.2	-4.9	3.2	-1.0	83.0
COc1ccccc1C(=O)Nc1ccc(S(=O)(=O)N2CCCC2)cc1	-2.0	-1.1	2.3	-1.0	6.9	-1.4	-1.5	3.6	149.5
O=C(NCc1ccc(F)cc1)C1CCC(=O)N1C1CCCCC1 (stereo not given)	-3.6	-37.0	-6.9	-2.2	-2.5	8.3	0.0	5.7	53.7
COc1ccc(C(O)c2coc3ccc(O)c(CN(C)C)c23)cc1 (stereo not given)	-1.7	16.2	11.4	-7.8	4.0	-0.1	0.9	-2.1	99.7
Cc1ccc(-n2nnnc2SCC(=O)N2CCN(C(=O)c3ccco3)CC2)c(C)c1	14.7	-0.1	11.3	11.0	1.3	11.0	1.8	-0.2	86.7
CC(C)c1ccc(N(CC(=O)O)S(=O)(=O)c2cccnc2)cc1	1.3	-20.3	-10.7	7.0	-2.1	3.1	0.4	-3.8	112.5
Cc1c(C(=O)OCCOC(C)C)[nH]c2c1C(=O)CC(C)(C)C2	17.1	-45.4	-3.5	18.6	5.0	3.6	7.0	-0.8	63.2
Brc1ccc(CSc2nnc(-c3cnccn3)n2Cc2ccco2)cc1	11.4	-44.1	3.2	-0.5	-3.4	-1.9	-0.5	-5.7	78.8
Cc1cccc(NC(=O)CS(=O)(=O)c2cn(C)c3ccccc23)c1	-8.8	14.2	11.4	-3.1	6.9	8.4	6.7	5.3	94.1
COc1ccc(C(=O)N2CCCC2)cc1S(=O)(=O)N1CCC(C)CC1	2.6	-32.5	-3.1	-6.0	4.4	8.4	-5.2	7.7	108.4
O=C(c1cc2nc(-c3ccco3)cc(C(F)(F)F)n2n1)N1CCCc2ccccc21	0.9	0.7	9.1	12.2	-6.2	7.3	-2.4	2.0	62.8
COCCn1c(SCc2ccc(C(=O)OC)o2)nnc1-c1c[nH]c2ccccc12	-5.0	-59.2	-4.6	x	-2.1	-0.3	3.4	4.3	74.3
Cc1n[nH]c(C)c1S(=O)(=O)N1CCN(C(=O)c2ccco2)CC1	-14.2	-0.4	4.9	-1.1	0.0	8.1	8.0	2.4	83.8
CC(=O)N1CCCc2cc(S(=O)(=O)NCc3ccc(C)cc3)ccc21	4.2	-0.6	0.9	2.4	-3.1	1.0	1.2	-0.7	104.9
COc1ccc(CCNC(=O)CCn2c(=O)oc3ccccc32)cc1OC	4.9	-19.2	6.3	x	1.1	-0.2	9.9	1.7	80.6
O=C(Cn1nnc(-c2ccccc2)n1)OCc1csc(-c2ccccc2)n1	20.5	-1.1	-4.2	x	3.3	6.8	8.2	3.3	87.4
Cc1noc(C(=O)Nc2ccccc2C(F)(F)F)c1Cl	10.9	-27.9	-2.1	3.9	2.6	-7.0	-4.7	-6.1	89.5
Nc1nc(Cn2nnc(-c3ccccc3F)n2)nc(N2CCOCC2)n1	-0.9	-0.3	4.4	-5.4	2.3	5.1	3.3	2.2	118.4
O=C1CN(C(=O)c2ccc(Br)o2)C(c2ccccc2)c2cc(Br)ccc2N1 (stereo not given)	6.1	5.2	1.3	15.1	-0.5	7.5	0.4	3.8	40.9
NCc1cccc(-n2cccn2)c1	-17.8	-52.5	-27.7	2.3	-9.5	7.2	6.0	6.8	107.8
COc1cc(C2C(C(=O)c3ccco3)=C(O)C(=O)N2c2cc(C)on2)cc(Br)c1O (stereo not given)	-2.3	3.2	-1.2	1.1	3.5	5.0	-1.6	4.8	103.6
CCOC(=O)c1[nH]c2ccccc2c1NC(=O)CCN1CCN(C(=O)OCC)CC1	-5.0	-18.3	6.2	12.2	-1.6	5.1	0.6	5.5	159.0
N#Cc1ccc(NC(=O)N2CCC(c3nc4c(nnn4Cc4cccc(Cl)c4)c(=O)[nH]3)CC2)cc1	-4.3	13.9	10.7	15.3	-0.5	5.3	4.5	3.7	113.1
COc1ccc(C2CC(c3ccc(OC)cc3)n3nc(N)nc3N2)cc1 (stereo not given)	-6.8	-3.7	6.6	-18.0	-6.9	-7.7	2.6	1.1	94.9
Cc1ccc(NC(=O)C2CCCN(S(=O)(=O)c3c(C)noc3C)C2)cc1F (stereo not given)	-0.3	13.4	15.5	19.1	0.5	12.4	6.2	6.2	61.5
C=C(C)COc1ccc(-c2nc(N)ncc2Oc2ccccc2OCC)c(O)c1	2.4	-4.4	-1.4	1.0	-2.0	-1.3	-2.0	-2.6	99.4
CCOC(=O)c1cn2c3c(c(F)c(F)c(F)c3c1=O)SC(N1CCCC1)=N2	0.3	-2.7	2.9	-25.0	-0.6	-3.8	2.0	-3.5	6.7
COc1ccc(C2(O)CC3CCC(C2)N3c2nc(C)cc(C)c2C#N)cc1 (stereo not given)	-2.6	9.9	10.7	-27.0	5.5	-0.4	-2.6	-3.2	81.1
COc1ccc(C(=O)Oc2ccc3c(c2)OCO3)cc1OC	3.5	-1.2	-1.6	1.0	3.1	7.1	3.5	1.6	103.3
CCN(CC)CC(=O)Nc1cc(C)c2c(=O)oc3ccccc3c2n1	-2.5	-49.1	-6.1	x	-4.5	6.9	-3.6	5.8	79.0
COc1ccccc1CN(CC(=O)NCC1CCCO1)C(=O)CNS(=O)(=O)c1ccc(C)cc1 (stereo not given)	8.5	10.9	-0.1	0.3	0.4	12.3	1.2	2.9	107.2
Nc1c(C(=O)NCc2ccco2)sc2nc3c(cc12)C(=O)CCC3	4.5	17.2	19.1	9.4	-0.2	9.2	5.6	4.8	104.8
COCCN1Cc2cccc(C(=O)NC3CCCCCC3)c2C1=O	14.3	15.5	10.4	1.4	6.5	-1.4	2.8	-2.8	158.5
FC(F)(F)c1nnc2ccc(-n3ccnc3)nn12	-4.5	-49.2	-6.2	2.1	4.1	4.7	-1.2	-3.8	75.1
CCn1c(SCc2ccc(C#N)cc2)nnc1-c1ccc(S(=O)(=O)N2CCCCC2)cc1	-0.5	8.1	7.8	7.3	-1.1	5.6	2.4	7.6	75.4
Cn1c(=N)n(CC(=O)O)c2ccccc21	8.9	-0.5	13.1	2.7	-7.9	16.1	2.2	5.3	84.5
CC1(C)CC(=O)C(C=NCC(N)=O)=C(O)C1	6.3	-3.7	-1.2	9.3	-2.7	-6.3	-2.5	-0.5	122.8
O=C1CC(NCc2ccncc2)C(=O)N1c1ccc(Cl)cc1 (stereo not given)	x	x	x	35.3	x	1.2	-0.2	-12.8	84.6
COc1ccc(-c2ccc(-c3noc(-c4ccccc4F)n3)c(OC)n2)cc1	-0.2	-71.6	-7.8	-23.8	0.9	5.9	-4.2	9.3	155.2
CC(C)(C)NC(=O)Cn1c(SCC(=O)NC2CCCCC2)nc2ccccc21	0.4	-1.6	0.8	-5.3	-5.9	-13.8	-0.9	-12.2	75.4
CCC(=O)Nc1cc(C)c(NC(=O)C23CC4CC(CC(C4)C2)C3)cn1	-6.2	-9.3	5.5	-1.2	4.4	2.0	0.0	5.3	89.4
O=C(O)CC12CSc3[nH]c(=O)sc3C1c1ccccc1OC2=O (stereo not given)	54.1	-4.4	-0.8	-2.2	2.0	6.1	3.1	2.5	101.2
CC(=O)c1cccc(NC(=O)c2cc(-c3ccc(F)cc3)on2)c1	-4.9	10.7	9.8	-3.6	3.7	0.4	0.8	2.1	88.2
CCOC(=O)CSc1nc2ccccc2n1CC(=O)N1CCN(c2ccccc2)CC1	-21.3	-68.5	-8.1	0.7	-11.6	10.5	5.5	x	101.7
O=C(Oc1cccc2cccnc12)c1ccc2c(c1)OCCO2	2.1	-5.5	7.2	16.8	-5.2	8.8	-1.9	5.2	102.6
(more compounds)
SMILES	CatS inh	C1s inh	CatG inh	CatL inh	CatB mix inh	PKA inh	CatB inh	ROCK2 inh	Her2 expr inh
COc1ccc(S(=O)(=O)N(CCCN2CCCC2=O)Cc2cc3c(C)ccc(C)c3[nH]c2=O)cc1	2.6	-19.7	5.2	27.2	-1.7	13.0	4.9	5.6	110.4
Cc1ccc2nc(-c3ccc(NC(=O)c4ccco4)cc3)[nH]c2c1	-0.5	-27.9	-1.1	1.9	1.8	2.2	-7.6	4.9	157.8
Cc1cc(C)n2c(SCC(=O)N(C)C3CCS(=O)(=O)C3)nnc2n1 (stereo not given)	-0.7	-19.4	-15.3	-1.5	-0.6	6.8	1.1	-1.1	106.0
COC(=O)c1ccc(NC(=O)CNC(=O)C2CCCCC2)c(C)c1	-6.0	-55.8	-7.1	-1.5	-4.9	12.1	3.7	6.0	67.0
Cc1ccc(Cl)c(Nc2ccccc2C(=O)O)c1Cl	17.9	17.0	15.9	-3.3	4.5	-14.8	x	-12.2	95.9
COCc1nnc(NS(=O)(=O)c2ccc(Br)cc2)s1	-15.8	2.7	-0.5	-3.3	2.8	9.7	-2.4	7.4	123.2

Screening data from PubChem.

An excerpt; rates above refer to the full screens.
